# High-throughput results from PubChem.
# Hsp90 Hop PPI: changes Hsp90-Hop TPR2A binding signal, up or down; AlphaScreen TPR2A-His6 binding biotin-Hsp90 C-terminal peptide; Potency, µM (highest dose often 57 µM), for the others: top-dose activity change, negative = inhibition; hit rate 0.44% among 71,000; AID 595; active = well fitted curve in either direction with a large enough effect; inconclusive = small, poorly fitted or top-dose-only effect, or another doubt; also: potency is read from the fitted curve at half-maximal effect; % is scaled to controls: 0 for no effect and ±100 for the full control effect; many of its hits are not listed in these tables
# HBB splice mod: modulators of hemoglobin beta chain splicing; HBB splicing reporter cell assay, activation; EGFP reporter with mutant IVS2-654 intron; response scale: normalised to 500 nM splice-correcting PNA; Potency, µM (series often up to 46.1 µM), without a hit: top-dose activation, hits mostly activators; hit rate 0.06% among 65,000; also: potency is read from the fitted curve at half-maximal effect; 0% is about no effect
#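 HeLa cells stably expressing EGFP interrupted by mutant beta-globin intron 2 (IVS2-654), 500/well in 2% FCS. Treated with compound for 2 days at 37C. Splicing correction scored as total well GFP intensity (488 nm excitation, 500-520 nm emission); 500 nM antisense PNA served as control.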
# GFP derepression: epigenetic GFP locus derepression in mouse cells; hit rate 0.09% among 68,000; mouse C127i GFP locus derepression, cytometry, 30 h; Potency, µM (doses to about 46.1 µM), without a hit: top-dose GFP derepression (activation); also: % of control where 0% means no effect
#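 Derepression screen: silenced CMV-GFP reporter in murine C127i cells, 30 h compound incubation at 37 C, washed cells imaged by laser-scanning cytometer to enumerate GFP-expressing objects of 20 to 120 um.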
# 15-hLO inh: 15-hLO (ALOX15) enzyme inhibition. Potency, µM (series often up to 57.1 µM), without a hit: top-dose activity change, negative = inhibition, most hits filed as inhibitors. P16050. hit rate 1.4% among 74,000. purified 15hLO-1, xylenol orange hydroperoxide absorbance; also: potency is read from the fitted curve at half-maximal effect; % is scaled to controls: 0 for no effect and ±100 for the full control effect; nearly all actives have a fitted effect of over 55% in size
# Target sequence (P16050 whole entry, looked up): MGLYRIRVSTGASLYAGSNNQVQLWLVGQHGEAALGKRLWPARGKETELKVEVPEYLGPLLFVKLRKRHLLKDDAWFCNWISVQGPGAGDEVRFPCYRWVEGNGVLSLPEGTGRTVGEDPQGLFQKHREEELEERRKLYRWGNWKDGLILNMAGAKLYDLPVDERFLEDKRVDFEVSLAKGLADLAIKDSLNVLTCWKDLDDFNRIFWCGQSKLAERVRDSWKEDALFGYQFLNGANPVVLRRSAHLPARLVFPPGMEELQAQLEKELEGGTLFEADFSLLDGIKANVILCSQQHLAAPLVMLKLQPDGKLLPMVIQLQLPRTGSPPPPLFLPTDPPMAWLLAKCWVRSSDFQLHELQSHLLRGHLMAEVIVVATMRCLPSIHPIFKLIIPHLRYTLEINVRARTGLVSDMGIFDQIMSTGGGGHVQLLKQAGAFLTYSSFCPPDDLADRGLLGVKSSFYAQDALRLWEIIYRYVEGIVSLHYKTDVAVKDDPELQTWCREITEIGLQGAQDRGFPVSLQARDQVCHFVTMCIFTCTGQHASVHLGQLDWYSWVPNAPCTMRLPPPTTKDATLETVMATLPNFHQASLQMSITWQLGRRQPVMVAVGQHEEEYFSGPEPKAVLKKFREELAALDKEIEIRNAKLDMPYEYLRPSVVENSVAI
#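 Purified human 15hLO-1 (40 nM final) in 25 mM Hepes pH 7.5, 0.01% Triton X-100 was preincubated with compound 15 min at room temperature, then reacted 6 min with 50 uM arachidonic acid; hydroperoxide detected by Fe-XO, 573/405 nm absorbance ratio.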
# CRE-bla Fsk: modulators of forskolin-stimulated CRE signaling in CHO cells; hit rate 2.5% among 71,000; Potency, µM (titrated, usually from 38.2 µM), inactives show top-dose activity change, negative = inhibition, most hits filed as activators; CHO CRE-bla reporter (cAMP response element driving beta-lactamase), forskolin EC10, beta-lactamase ratio; active = well fitted activation curve with a large enough effect in the signal ratio, with a control signal flat, not every such curve was filed as active; inconclusive = small, poorly fitted or top-dose-only effect, or effect the other way, or a change in a side signal; the % refers to the signal ratio; also: potency is read from the fitted curve at half-maximal effect; % of control where 0% means no effect
#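 Reporter-gene assay: CHO cells with beta-lactamase behind cAMP responsive elements, co-treated with compound and EC10 NKH 477 for 3 hours at 37 degrees Celsius. Activity came from the 460/530 nm CCF4 emission ratio.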
# BRCT inh red: BRCT-phosphoprotein interaction inhibition (red fluorophore); hit rate 0.03% among 75,000; AID 892; Potency, µM (top dose mostly 76.9 µM), inactives show at the highest dose activity change, negative = inhibition, hits mostly inhibitors; BRCT-phosphopeptide binding, red fluorescence polarization; also: % is scaled to controls: 0 for no effect and ±100 for the full control effect
#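 Fluorescence polarization: 100 nM His-tagged BRCA1 BRCT with 100 nM TAMRA-labelled phospho-BACH1 decapeptide, phosphate buffer pH 7.3 with 150 mM NaCl, DTT, 0.01% Tween 20; 12 min RT. Binding inhibition seen as FP decrease.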
# USP2a inhib: inhibitors of human ubiquitin-specific protease USP2a | O75604 | USP2a enzymatic assay, qHTS inhibition | Potency, µM (highest dose often 38.3 µM), without a hit: at the top dose activity change, negative = inhibition, usual class: inhibitors | hit rate 0.1% among 60,000 | AID 927;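 also: potency is read from the fitted curve at half-maximal effect; nearly all actives have a fitted effect of over 60% in size; plate controls were DMSO for no effect and NEM full inhibition control for full effect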
#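 USP2 core (20nM final) preincubated 30 min RT with compound, then Ub-PLA2 20nM and NBD C6-HPC 20uM final added; buffer 20mM Tris-HCl pH 8.0, 2mM CaCl2. Fluorescence Ex 460/Em 535 read at 0 and 2.5 h; normalized to NEM.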
# BRCT PPI green: blocks human BRCA1 BRCT binding to phosphopeptide, green readout; BRCA1 BRCT-phosphopeptide binding, green fluorescence polarization; Potency, µM (doses to about 76.9 µM), without a hit: at the highest dose activity change, negative = inhibition, most hits filed as inhibitors; hit rate 0.05% among 75,000;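 also: potency is read from the fitted curve at half-maximal effect; plate controls were peptide without protein for full effect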
#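 Compounds were incubated for 12 min at room temperature with a complex of 100 nM fluorescein-tagged pBACH1 decapeptide and 250 nM His-tagged BRCT protein. Buffer was phosphate pH 7.3 with EDTA, DTT and Tween 20. Disruption of binding lowers the polarization signal.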
# Pol III holo inh: inhibitors of bacterial DNA polymerase III holoenzyme | Potency, µM (series often up to 57.1 µM), inactives show at the highest dose activity change, negative = inhibition | hit rate 0.25% among 71,000 | reconstituted DNA polymerase III holoenzyme replication, biochemical | AID 603; also: potency is read from the fitted curve at half-maximal effect; % is scaled to controls: 0 for no effect and ±100 for the full control effect
#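 Reconstituted *E. coli* holoenzyme (0.35 nM Pol III, 1 nM beta, 154 nM SSB, 2 nM primase) was preincubated with compound for 15 min at RT. Synthesis on 1.4 nM ssM13Gori ran 35 min, then was stopped with PicoGreen/EDTA and read as dsDNA fluorescence.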
# HADH2 inh: inhibitors of human HADH2 dehydrogenase; Q99714; recombinant HADH2, NADH fluorescence, beta-hydroxybutyryl-CoA; Potency, µM (titrated, usually from 57.1 µM), for the others: top-dose activity change, negative = inhibition, most hits filed as inhibitors; hit rate 3.4% among 73,000; AID 886; also: potency is read from the fitted curve at half-maximal effect; % is scaled to controls: 0 for no effect and ±100 for the full control effect; nearly all actives have a fitted effect of over 60% in size; many of its hits are not listed in these tables
# Target sequence (Q99714 whole entry, looked up, one chain of several): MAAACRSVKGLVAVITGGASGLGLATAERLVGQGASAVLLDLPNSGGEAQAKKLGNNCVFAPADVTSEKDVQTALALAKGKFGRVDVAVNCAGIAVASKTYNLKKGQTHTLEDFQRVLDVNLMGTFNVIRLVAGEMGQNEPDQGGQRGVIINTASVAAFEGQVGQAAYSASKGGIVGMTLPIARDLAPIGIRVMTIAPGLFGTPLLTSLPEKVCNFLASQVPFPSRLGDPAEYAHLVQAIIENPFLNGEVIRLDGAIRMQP
#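 His-tagged recombinant enzyme from E. coli, 20 nM, preincubated 15 min RT with compound; reaction started with 1 mM NAD+ and 90 uM beta-hydroxybutyryl-CoA in 100 mM Tris-HCl pH 9.0. NADH fluorescence (ex 360/em 450) read over 4 min; last-minus-first difference.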
# UbGFP stabilizer: inhibits proteasome, raising ubiquitin-GFP reporter fluorescence; AID 526; 67,000 tested, under 10 active; Potency, µM (top dose mostly 45.9 µM), without a hit: at the top dose activation (GFP accumulation), usual class: activators; Ubiquitin-GFP reporter cells, proteasome inhibition, GFP fluorescence; response scale: untreated = 0%, 10 µM MG-132 = 100%; active = well fitted activation curve with a large enough effect, not every such curve was filed as active; inconclusive = small, poorly fitted or top-dose-only effect, or another doubt; inactive = no such curve, though single readings can be large or run the other way; also: potency is read from the fitted curve at half-maximal effect
#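 Proteasome block read as GFP accumulation: ubiquitin(G76V)-GFP U2OS cells exposed to compound (2.9 nM–46 uM) for 4 hr at 37 C. Normalization used untreated cells as 0% and 10 uM MG-132 as 100%; concentration-response curves fitted.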
# * marks the source's active call; other numbers are inactive results; ? = inconclusive; / = no result given; [ ] = dose if it differs, or a comment. Unless noted, calls follow the shape of the dose curve; as a rule, active = well fitted curve in the direction sought with a large enough effect; inconclusive = small, poorly fitted or top-dose-only effect, or another doubt; inactive = no such curve, though single readings can be large; an effect the other way counts as inactive or inconclusive.
SMILES,Hsp90 Hop PPI,HBB splice mod,GFP derepression,15-hLO inh,CRE-bla Fsk,BRCT inh red,USP2a inhib,BRCT PPI green,Pol III holo inh,HADH2 inh,UbGFP stabilizer
CCOC(=O)CNC(=O)CSc1nc(NCc2ccccc2)nc(N(C)C)n1,-6%,-1.5%,4%,7%,-3%,0.0%,-6%,-1.5%,4%,4%,10%
O=C(Cn1cnc2c(cnn2-c2ccccc2)c1=O)N1CCOCC1,-1%,-0.2%,/,-1%,-1%,-2.2%,/,-0.4%,-13%,-4%,-10%
CCCCN1CCC(CCC(=O)c2cc(Cl)c(N)cc2OC)CC1,-18%,/,0%,-16%[25.6 µM],-10%,-0.8%,/,-0.5%,-4%,-2%,1%
Cc1onc(-c2c(F)cccc2Cl)c1C(=O)NCCCN1CCOCC1,-1%,-0.6%,2%,8%,0%,0.1%,5%,-2.5%,-3%,-13%,-3%
CCOC(=O)C(CCCOc1cccc(OC)c1)C(=O)OCC,?,-0.4%,-6%,1%,6%,1.2%,2%,-1.6%,-1%,0%,16%
O=S(=O)(O)c1ccc(NN(c2c(O)ccc3ccccc23)S(=O)(=O)O)cc1,?,-0.7%[9.22 µM],2%[9.22 µM],22%[11.4 µM],-1%[7.6 µM],1.1%[15.4 µM],/,-1.3%[15.4 µM],-12%[11.4 µM],1%[11.4 µM],-4%[9.17 µM]
Cn1c(=O)oc2cc(S(=O)(=O)NCCC(=O)N3CC=C(c4ccccc4)CC3)ccc21,0%,0.8%,10%,-19%,21%,-0.6%,25%,2.3%,-7%,8%,9%
COc1ccccc1NC(=O)CSc1nc(O)cc(=O)n1-c1ccccc1OC,-1%,-0.8%[9.22 µM],0%,-25%,-3%,0.9%,?,0.2%,-2%,-28%,10%
COc1ccc(CCC(=O)N2CC(C)OC(C)C2)cc1 (configuration not stated),-2%,3.0%,2%,-3%,?,-1.2%,6%,-0.6%,-4%,-1%,5%
Cn1c(C(C#N)/C(=N\S(=O)(=O)c2cccs2)c2ccccc2)nc2ccccc21 (configuration not stated),0%,-0.2%[57.5 µM],-1%,-11%,?,-0.1%,-2%,-0.5%,-1%,-9%,-1%
Cc1ccc(Cc2c(C)nc3c(C(=O)O)cnn3c2C)cc1,-1%,3.0%,0%,0%,10%,0.6%,2%,-2.8%,-4%,-10%,-2%
O=C(OC(C(=O)NCc1ccc2c(c1)OCO2)c1ccccc1F)c1ccco1 (configuration not stated),1%,3.9%[57.5 µM],1%,-5%,-4%,0.8%,/,0.6%,-2%,2%,1%
CCCC(=O)NCCc1cc2ccc(C)c(C)c2[nH]c1=O,-2%,0.3%,/,7%,?,1.5%,/,-3.4%,-4%,-2%,-3%
COc1ccc(CNC(=O)COc2ccc(S(=O)(=O)NC(C)C)cc2)cc1,0%,0.1%,-2%,0%,-9%,0.8%,4%,-1.4%,-2%,10%,1%
CCOc1ccc(NC(=O)c2cccc(-n3cnnn3)c2)cc1,3%,/,-1%,-2%,0%,1.6%,10%,-1.8%,-5%,13%,-1%
O=C(O)C1=C(C(=O)N2CCN(C(=O)c3ccco3)CC2)CCCC1,-2%,/,3%,-5%,-7%,1.4%,-6%,-2.5%,-4%,-6%,4%
O=C(CN1CCN(S(=O)(=O)c2ccc(F)cc2)CC1)Nc1ccc2c(c1)OCO2,-17%,1.9%,0%,1%,?,-1.3%,23%,-1.4%,2%,-5%,-10%
Nc1ccn([C@@H]2CC[C@H](CO)O2)c(=O)n1,5%[26 µM],0.9%[20.6 µM],1%[20.6 µM],-3%[25.6 µM],-2%[17.1 µM],-0.2%[34.4 µM],-1%[17.1 µM],0.1%[34.4 µM],-1%[25.6 µM],2%[25.6 µM],-11%[20.5 µM]
CCOC(=O)c1oc2nc(C(C)C)c3c(c2c1N)CC(C)(C)OC3,-5%,3.1%[0.369 µM],4%,-20%,25%,-0.2%,-9%,-4.3%,-7%,91%[activator],-1%
CSc1ccccc1NC(=O)c1onc(C)c1Cl,11%,-0.7%,-3%,?,5%,0.0%,/,1.4%,0%,0%,-8%
O=S(=O)(Nc1cccc2cn[nH]c12)c1ccc(F)cc1,-2%,-0.2%,-1%,3%,-9%,-0.1%,1%,-5.4%,-5%,-3%,0%
Cn1c(=O)[nH]c(=O)c2c1ncn2CCN1CCCCC1,1%,5.3%[0.369 µM],0%,-4%,-10%,0.0%,3%,-3.1%,-6%,3%,/
COc1ccccc1CNc1ncncc1-c1ccccc1OC,-1%,-1.0%,-3%[9.22 µM],18%,15%,1.5%,19%,-0.2%,2%,8%,11%
CC1(C)CC(=O)N(CC(=O)O)c2ccccc2S1,-3%,1.3%,-3%,-4%,?,1.5%,-4%,-4.0%,-4%,5%,19%
CN(CCO)C(=O)CCC(=O)Nc1ccc(S(N)(=O)=O)cc1,-2%,5.5%[1.84 µM],0%,7%,12%,0.3%,-2%,0.0%,-11%,6%,4%
# Further entries follow:
SMILES,Hsp90 Hop PPI,HBB splice mod,GFP derepression,15-hLO inh,CRE-bla Fsk,BRCT inh red,USP2a inhib,BRCT PPI green,Pol III holo inh,HADH2 inh,UbGFP stabilizer
COC(=O)[C@@]1(Cc2ccccc2)[C@H]2c3cc(C(=O)N4CCCC4)n(Cc4cc(F)cc5c4OCOC5)c3C[C@H]2CN1C(=O)c1ccccc1,-4%,-0.8%,/,/,-2%,-1.2%,/,-0.3%,-1%,13%,/
COC(=O)c1cnc2c(C(F)(F)F)cccc2c1OC,0%,1.2%,4%,2%,21%,-1.4%,3%,-1.6%,-2%,1%,-2%
COc1ccc(-c2nnc(SCC(=O)Nc3ccccc3OC)o2)cc1,1%,0.9%,5%,-5%,?,-1.3%,7%,-0.6%,4%,11%,15%
CC(C)(C)NC(=O)NC(=O)COC(=O)COc1ccc2c(c1)CCC2,1%,-0.1%[57.5 µM],0%,-7%,-3%,-3.4%,19%,-4.2%,-2%,-6%,0%
COC(=O)c1ccccc1NC(=O)C1CC=CCC1C(=O)O (configuration not stated),2%,-1.5%,0%,10%,-4%,1.6%,-4%,-1.9%,-8%,-11%,8%
CN1CCN(C(=O)C2CCC(CNS(=O)(=O)c3cccc4cccnc34)CC2)CC1 (configuration not stated),-1%,-0.1%,-7%,1%,-10%,-0.3%,/,-1.0%,-7%,-5%,4%
Cc1c(-c2ccccc2)sc(N)c1C(=O)N1CCOCC1,-4%,0.2%[57.5 µM],-1%,?,2%,-0.3%,6%,-2.7%,-6%,2µM*,0%
COc1ccc(N2C(=O)CSC2c2cccc(F)c2)c(OC)c1 (configuration not stated),0%,0.9%,0%,9%,?,-2.2%,6%,-0.8%,-6%,-3%,1%
CC1CCC2C(=O)N3C(CCC(C)[C@@H]3c3cccc(N4CCOCC4)c3)C(=O)N2C1c1cccc(N2CCOCC2)c1 (some centres not stated),/,2.1%[9.22 µM],/,5%[11.4 µM],/,-0.2%[15.4 µM],/,-2.2%[15.4 µM],/,4%[11.4 µM],/
Nc1ccc(S(=O)(=O)N2CCCc3ccccc32)cc1,-1%,0.4%,/,-8%,-18%,-0.9%,/,-1.4%,-7%,-7%,2%
O=C(Nc1ccccn1)c1ccc(NC(=O)c2ccco2)cc1,?,/,3%,-13%,-3%,0.3%,43%[activator],0.1%,-5%,1%,2%
COc1cccc(Cn2c(=O)c(-c3cn(C)c4ccccc34)nc3cnc(OC)nc32)c1,-2%,0.2%,0%[9.22 µM],6%,?,-0.1%,153%[activator],-2.4%,-8%,-8%,11%
CC(=O)N1c2c(cc(Br)cc2S(=O)(=O)NCc2ccc3c(c2)OCO3)CC1C (configuration not stated),0%,-0.3%,0%,6%,0%,0.1%,14%,1.2%,-3%,42%[activator],0%
O=C(CSc1ncnc2c1oc1ccccc12)NCc1ccco1,-4%,-1.8%,0%,-10%,-4%,0.2%,13%,-1.2%,-2%,2%,1%
C=CCOC(=O)C(C(C)=O)C(NC(=O)OC)c1ccc(Cl)cc1 (configuration not stated),/,3.4%[9.22 µM],/,4%[11.4 µM],/,1.8%[15.4 µM],/,-0.9%[15.4 µM],/,6%[11.4 µM],/

# This is a subset. The share of hits here may be higher or lower than overall.
